# Source: PubChem
# IMP-1 inh: inhibitors of Pseudomonas aeruginosa IMP-1 metallo-beta-lactamase. inhibition, % at 5.6 µM. hit rate 0.45% among 290,000. purified IMP-1, nitrocefin hydrolysis, epi-absorbance fluorescence;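 active = inhibition above the mean plus 3 SD of all compounds in the same screening run, cut at about 4.5% in these data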;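 note: 0% = IMP-1 with DMSO and 100% = DMSO wells lacking enzyme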
#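 Test system: recombinant IMP-1 enzyme, purified / Medium: HEPES buffer pH 7.1 with ZnSO4 and Brij 35 / Doses: single dose, 5.6 µM / Times: 25 °C, 15 min preincubation, 25 min reaction / Detection: Epi-absorbance via hydrolysed-nitrocefin quenching of white-plate fluorescence, 480/530 nm, EDTA stop / Evaluation: percent inhibition from optical density relative to buffer-blank wells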
# NALP1 inh: blocks the NALP1 inflammasome reconstituted in yeast; inhibition, % at 10 µM; hit rate 0.61% among 280,000; S. cerevisiae NALP1/ASC/caspase-1 growth, X-gal OD620, 72 h; in the data active = inhibition mostly above about 24%, no sharp cut-off; inactive = mostly below about 32%; note: some compounds called inactive have numbers as strong as hits
# PfM18AAP inh: PfM18AAP enzyme inhibition. recombinant PfM18AAP, H-Glu-NHMec fluorogenic cleavage. inhibition, % at 7.35 µM. hit rate 1.2% among 290,000;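 active = inhibition above the campaign mean inhibition over all tested compounds plus 3 SD, cut at about 28% in these data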;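 note: 0% = plate median of test compound wells and 100% = 2 mM ZnCl2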
# MEKK2wt PB1 HTS: raises or lowers MEK5 binding to wildtype human MEKK2 PB1 domain. bead flow cytometry, Alexa488-MEK5 binding to MEKK2 WT; actives lie on both sides. binding response (% of control), % at 10 µM. hit rate 1.1% among 290,000. Q9Y2U5; in the data active = binding response below about 67% or above about 130%
# NS3 helicase inh: blocks Hepatitis C virus NS3 helicase unwinding. NS3 helicase DNA unwinding, Cy5 molecular beacon fluorescence. inhibition, % at 10.9 µM. hit rate 0.56% among 290,000. AID 1800;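 active = inhibition above the mean of all tested compounds plus 3 SD, set per campaign, cut at about 35% in these data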;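 note: 0% = DMSO wells and 100% = thioflavine S control wells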
#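 Control set: DMSO versus 110 µM thioflavine S; Material: NS3 helicase fragment of HCV; Measured by: Cy5 fluorescence at 0 and 60 min, beacon hairpin quenching; Read-out basis: percent inhibition from t60/t0 fluorescence ratio; Times: reaction time 60 min, 25 °C; Repeats: single replicate; Compound dosing: single dose, 10.9 µM nominal final, DMSO 0.8% final.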
# FID counter: fluorescent intercalator displacement, NS3 helicase counter-screen; AID 1845; inhibition, % at 7.9 µM; DNA fluorescent intercalator displacement, fluorescence; hit rate 0.17% among 290,000; in the data active = inhibition above about 37%;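 note: 0% = vehicle and 100% = reference compound; higher means more ethidium bromide displaced from hairpin DNA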
# VIM-2 inh: blocks Pseudomonas aeruginosa VIM-2 metallo-beta-lactamase; inhibition, % at 5.6 µM; AID 1527; purified VIM-2, nitrocefin hydrolysis, epi-absorbance fluorescence; hit rate 0.89% among 290,000;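 active = inhibition above the mean of all tested compounds plus 3 SD, cutoff set per screening run, cut at about 7.5% in these data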;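 note: red hydrolysis product quenches plate fluorescence so inhibitors raise well fluorescence; 0% = enzyme with DMSO and 100% = DMSO without enzyme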
# SUMO HTRF inh: blocks human SUMOylation mediated by UBC9 | P63279 | HTRF SUMOylation assay, SAE1/SAE2 + UBC9, in vitro | inhibition, % at 35 µM | hit rate 0.36% among 290,000 | AID 2006; in the data active = inhibition above about 50%, passing the limit was not always enough; note: strong numbers were not always called active
# Target sequence (P63279 whole entry, looked up): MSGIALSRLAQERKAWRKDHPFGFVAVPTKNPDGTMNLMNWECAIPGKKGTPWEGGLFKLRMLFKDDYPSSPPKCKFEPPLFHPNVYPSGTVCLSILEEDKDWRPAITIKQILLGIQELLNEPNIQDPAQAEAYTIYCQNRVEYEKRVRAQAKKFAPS
# MEKK2mut PB1 HTS: signal of MEK5 binding to mutant human MEKK2 PB1 domain; hit rate 0.35% among 290,000; percent response, % at 10 µM; bead flow cytometry, Alexa488-MEK5 binding to MEKK2 mutant; in the data active = percent response above about 24%, passing the limit was not always enough; note: inactives centre near 1; some results filed as inactive read as strong as hits
# * hit, by the source's call; x = not tested or not shown. Rows were taken by chance; overall some 4.7% were active at least once.
SMILES,IMP-1 inh,NALP1 inh,PfM18AAP inh,MEKK2wt PB1 HTS,NS3 helicase inh,FID counter,VIM-2 inh,SUMO HTRF inh,MEKK2mut PB1 HTS
Cc1cc(NC(=O)c2cc3n(n2)C(C(F)(F)F)CC(c2ccc(Cl)c(Cl)c2)N3)no1 (stereo not drawn),-2.9,39,-2,98,-1,-4,-3.7,-2,2
CC(=O)c1cccc(Nc2nc(-c3ccccc3)cs2)c1,-2.0,17,-5,99,-11,1,0.0,-5,-2
CCN(CC)CCN1C(=O)C(=O)/C(=C(/O)c2c(C)[nH]c(C(=O)OC)c2C)C1c1cccs1 (stereo not drawn),-3.3,42,1,99,-1,-5,-0.6,-12,-5
C=CCN(c1ccccc1)S(=O)(=O)c1cccc(C(=O)OCC(=O)NCCOC)c1,-0.8,x,-4,112,6,-26,-1.5,3,11
C=CCN(c1ccc(C(=O)NCCc2ccccc2)cc1)S(C)(=O)=O,-2.0,37,5,79,-4,-17,-4.0,5,-16
CCOc1ccccc1N1CCN(C(=O)c2c(-c3c(F)cccc3Cl)noc2C)CC1,-2.0,8,2,103,-12,-60,-1.0,-15,0
O=C(COc1ccc2c(-c3ccccc3)cc(=O)oc2c1)N[C@@H](Cc1c[nH]c2ccc(O)cc12)C(=O)O,-4.3,12,-2,100,15,-16,-4.0,7,4
CC(C)CNC(=S)NC1CC2CCCC(C1)N2Cc1cccs1 (stereo not drawn),-2.9,0,-5,102,-12,10,-2.9,26,1
O=C(NCCCN1CCCC1=O)c1cc(-c2cccnc2)nc2ccc(Cl)cc12,0.9,-7,4,78,-4,-33,-1.4,5,-15
CC(C)(C)N1C(=O)c2ccc(C(=O)Nc3nccs3)cc2C1=O,-2.9,3,-3,102,2,-13,-3.0,-34,3
O=C1NC(c2cccc(Cl)c2)Oc2ccccc21 (stereo not drawn),-2.1,12,-6,92,-9,-3,-2.2,5,5
COCC(=O)Nc1cc(C)c2c(=O)oc3ccccc3c2n1,-2.8,-5,4,99,-1,-13,-0.5,-8,-3
O=C(Cc1ccccc1)N/N=C/c1ccccc1F,-3.4,29,6,122,7,-4,-2.4,0,17
CCn1c(C)cc2c(c1=O)C(c1ccncc1)C(C#N)=C(N)O2 (stereo not drawn),-1.0,x,4,101,-3,2,1.5,4,3
Cc1cccc(NC(=O)COC(=O)c2ccccc2-c2nc3ccccc3s2)c1C,-0.3,34,-8,91,-10,-10,-0.4,-5,1
O=C(c1ccc(S(=O)(=O)N2CCCC2)cc1)N(c1ccccc1)C1C=CS(=O)(=O)C1 (stereo not drawn),-1.7,3,-10,108,-1,-15,1.1,19,7
CC(=O)N1CCC(=NNS(=O)(=O)c2cccc([N+](=O)[O-])c2)CC1,-1.1,4,-3,102,9,5,0.8,18,-2
Clc1ccc2ccc3cccnc3c2n1,-6.1,6,1,104,-7,-5,-0.2,-2,11
COc1ccc(/C=C/C(=O)NC(=S)Nc2ccc(S(=O)(=O)Nc3ccc(OC)nn3)cc2)cc1,1.0,-1,-4,95,22,-2,0.6,19,0
O=C(CSc1nnc2c3cc(F)ccc3nc(-c3ccccc3)n12)N1CCOCC1,-1.6,x,-2,x,0,-8,-2.2,x,x
O=c1c(Cc2ccc(Cl)cc2Cl)c(O)ccn1Cc1ccc(Cl)cc1,-1.9,25,0,103,-6,2,-1.5,-29,5
CCn1cc(Br)c(C(=O)Nc2ccc(Cl)c(Cl)c2)n1,-5.2,14,-12,97,1,-15,-0.7,-6,-3
O=C(Nc1ccccc1)C1=C[C@@H](c2ccc(C(F)(F)F)cc2)C[C@@H](OCc2ccc(CO)cc2)O1,-2.5,0,2,108,-13,-15,-0.9,-22,8
Cc1ccc(C(C)C)c(OCC(=O)N/N=C/c2cccn2C)c1,-1.6,x,1,92,-6,-10,-2.5,-14,-3
CC1(C)CC2(CCO1)OC(=O)CC2C(=O)Nc1ccc(Cl)cc1[N+](=O)[O-] (stereo not drawn),-0.8,4,-20,98,0,1,-2.7,22,-6
SMILES,IMP-1 inh,NALP1 inh,PfM18AAP inh,MEKK2wt PB1 HTS,NS3 helicase inh,FID counter,VIM-2 inh,SUMO HTRF inh,MEKK2mut PB1 HTS
COc1cc(/C=C2\SC(=N)N(c3ccc4c(c3)OCO4)C2=O)cc(OC)c1O,-1.8,24,-6,95,-8,-4,-0.3,36,-3
CCOC(=O)c1ccc(NC(=O)Nc2cc(C)on2)cc1,-1.6,32,4,95,-11,-11,-0.5,12,-7
Cc1ccc2cc(CCl)c(Cl)nc2c1,-1.1,x,-6,95,-18,-3,-0.8,13,-4
CCOc1ccc(NC(=O)COC(=O)Cn2cnnn2)cc1OCC,-4.7,24,1,97,-4,0,-0.9,-9,1
CNC(=O)/C(C#N)=C\c1cc(C)n(-c2ccc(N3CCOCC3)cc2)c1C,-1.2,-11,0,88,4,-3,-0.8,19,-12
NC(=S)NN=C1c2ccccc2-c2ccccc21,-3.2,-7,13,108,7,-10,4.7,20,6
CC(C)(C)c1cc(NC(=O)c2cccnc2)no1,-0.8,x,1,101,3,-2,-6.8,9,5
CC(=O)Nc1cccc(N2CCCC2=O)c1,-5.2,9,-1,100,5,0,-1.5,12,3
Cc1ccc2c(c1)N(C(=O)CCC(=O)NCCCN1CCOCC1)CCO2,-1.2,15,-7,104,-13,0,-1.9,9,2
CCOc1ccc(S(=O)(=O)N2CCN(c3ccccc3)CC2)c2cccnc12,-1.4,13,-1,100,-9,-30,-1.1,15,9
O=C(CSCc1c(Cl)cccc1Cl)Nc1ccc2c(c1)OCO2,-1.6,10,-3,100,-2,-13,-1.8,0,1
CCCCCCNC(=O)N1C/C=C\C(c2ccc(OC)cc2)N(Cc2ccc(F)cc2)C(=O)C1 (stereo not drawn),x,-34,x,127,x,x,x,-1,2
CC(=O)Oc1ccc(-c2csc(Nc3cccnc3)n2)cc1,1.7,1,-1,89,-8,1,0.9,14,-1
O=C(O)c1cccc(N2C(=O)C3C4C=CC(C4=C(c4ccccc4)c4ccccc4)C3C2=O)c1 (stereo not drawn),-4.0,30,1,94,-3,-8,-6.0,17,-3
COc1ccc(-c2[nH]ncc2C=O)cc1,-1.7,21,1,101,-2,3,-4.1,6,2
CCOC(=O)N1CCC(NC(=O)CC(NS(=O)(=O)c2ccc(C)cc2)c2ccco2)CC1 (stereo not drawn),-2.5,4,3,100,10,-23,-5.8,-5,2
COC(=O)C(NC(=O)CCc1c(C)nc2c(c(C)nn2-c2ccccc2)c1C)C(C)C (stereo not drawn),4.6*,32,9,97,11,-43,2.4,1,-7
O=C(Nc1ccc(NC(=O)c2ccccc2O)cc1)Nc1ccc(F)cc1F,-2.2,x,3,94,-11,2,-1.5,35,-19
CC1(C)NC(=O)N(CC(O)COc2ccccc2C(=O)N2CCCCC2)C1=O (stereo not drawn),-2.0,4,-3,102,2,-10,-2.1,-2,9
CN1C(C(=O)NCc2cccs2)=CC(c2ccc(F)cc2)=NS1(=O)=O,-0.3,7,-1,101,2,2,-1.6,7,4
CCOC(=O)c1cccc(NC(=O)C2CCN(S(=O)(=O)c3cnc[nH]3)CC2)c1,-1.0,13,-7,105,-10,-3,-0.7,-8,8
COc1ccc(C(=O)NCCCSC)cc1OC1CCN(C(C)C)CC1,-1.7,-3,1,107,3,-2,-0.5,-2,5
Cc1ccc(CN2CCNC2=O)cc1,-3.0,21,3,107,5,-2,-2.6,19,14
Cc1ccc(S(=O)(=O)N(C)C)cc1NC(=O)COC(=O)c1ccc(Cl)cc1,-2.9,-16,-11,102,10,-14,0.8,6,0
Cc1cc(C)nc(Oc2ccc(Br)cc2)n1,-3.0,x,5,110,2,-7,-3.0,-27,15
SMILES,IMP-1 inh,NALP1 inh,PfM18AAP inh,MEKK2wt PB1 HTS,NS3 helicase inh,FID counter,VIM-2 inh,SUMO HTRF inh,MEKK2mut PB1 HTS
O=C(Cc1ccccc1)Nc1nnc(SCC(=O)NC2CCCC2)s1,-2.7,-4,1,93,1,-3,-2.4,4,-3
O=C(O)c1cccc(NS(=O)(=O)c2cccc(C(=O)Nc3ccccc3[N+](=O)[O-])c2)c1,-2.0,-17,-4,105,14,-25,-1.1,18,19
Cc1ccc(C(=O)N2CCCC(c3ccc(Cl)cc3)=N2)cc1,-1.1,-4,1,95,0,-4,-1.2,-6,-4
CCc1nc(SCC(=O)Nc2cc(C)ccc2OC)c2c(C)c(C)sc2n1,-1.6,9,-5,93,-8,-19,-0.3,-19,-2
Cc1ccccc1CCNC(=O)C1CCC(=O)N(Cc2ccc(Cl)cc2)C1 (stereo not drawn),-2.5,8,-10,106,-13,-27,-2.1,8,7
Cc1ccc(CN2CCN(C(=O)CCC(=O)Nc3nnc(C(C)C)s3)CC2)c(C)c1,-4.2,4,-2,106,6,-29,-2.5,-5,10
O=C(/C=C\c1ccco1)Nc1cc([N+](=O)[O-])ccc1F,-3.1,28,6,108,-8,1,-4.7,20,0
O=C(Nc1ccccc1Cl)c1ccc(S(=O)(=O)N2CCOCC2)cc1,-8.2,12,4,99,11,-9,-4.2,0,8
Cc1cc(NC(=O)CCC(=O)N(Cc2ccco2)C(C(=O)NC2CCCCC2)c2ccccc2)no1 (stereo not drawn),-2.0,27,9,104,8,-40,-2.3,-8,3
O=C1CC(Cc2ccccc2)C(=O)N1c1ccccn1 (stereo not drawn),-2.4,24,-5,111,-24,-1,-2.5,13,5
COc1cc(CNc2cccc(C(=O)O)c2)cc(Br)c1OCC(=O)NC(C)(C)C,2.0,20,-5,90,23,-50,-2.3,22,-3
COC(=O)C(C(=O)OC)C(C(=O)OC)C(C(=O)OC)C(=O)OC,-3.8,0,0,98,12,2,-2.2,2,-3
Cc1cccc(NC(=O)c2c(O)c3ccccc3[nH]c2=O)c1,-2.8,37,4,100,-1,-8,-3.8,11,5
O=C(Nc1ccccc1C(=O)N1CCOCC1)C1COc2ccccc2O1 (stereo not drawn),-6.4,6,1,109,6,-3,-1.8,-18,13
CCCCC(=O)NC(=S)Nc1cccc(NC(=O)CC)c1,-2.3,-3,-1,94,-3,-12,-2.8,-2,1
CCc1cc(=O)oc2cc(OCc3ccc(C(=O)O)o3)ccc12,-1.2,17,-5,104,3,-7,-0.6,8,0
Cc1ccc(Nc2nc(N)nc(-c3oc4ccccc4c3C)n2)cc1,-2.0,5,3,102,-6,-5,-1.7,3,0

# Copied from the list:
# O=C(O)c1cccc(NS(=O)(=O)c2cccc(C(=O)Nc3ccccc3[N+](=O)[O-])c2)c1 – IMP-1 inh: -2.0
# O=C(Nc1ccccc1C(=O)N1CCOCC1)C1COc2ccccc2O1 (stereo not drawn) – SUMO HTRF inh: -18

# Three of the entries above in order of the MEKK2wt PB1 HTS value, highest first:
canonical_smiles,MEKK2wt PB1 HTS
O=C1CC(Cc2ccccc2)C(=O)N1c1ccccn1 (stereo not drawn),111
Cc1cc(NC(=O)CCC(=O)N(Cc2ccco2)C(C(=O)NC2CCCCC2)c2ccccc2)no1 (stereo not drawn),104
CCc1nc(SCC(=O)Nc2cc(C)ccc2OC)c2c(C)c(C)sc2n1,93
